# Screens: PubChem BioAssay, several laboratories
# RBBP9 inh: human RBBP9 inhibitors, primary screen, biochemical, fluorescence polarization, FP-Rh probe, HTS | inhibition, % at 7.94 µM | Serine hydrolase RBBP9 (Homo sapiens), O75884 | 220,000 compounds, 0.2% hits | recombinant RBBP9 | AID 1515, 2009;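 active = inhibition above the campaign mean of all tested compounds plus 3 SD, cut at about 14% in these data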;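 note: plate controls were DMSO wells with RBBP9 for no effect and wells lacking RBBP9 protein for full effect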
# Target sequence (O75884 whole entry, looked up): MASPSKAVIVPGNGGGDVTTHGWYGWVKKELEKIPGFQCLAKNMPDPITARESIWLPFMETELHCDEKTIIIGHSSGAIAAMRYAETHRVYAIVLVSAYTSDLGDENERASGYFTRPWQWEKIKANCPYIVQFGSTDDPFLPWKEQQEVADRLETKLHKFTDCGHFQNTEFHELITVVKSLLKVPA
#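 System: RBBP9 protein | Quantity: 2.5 µM RBBP9 dispensing solution, before mixing | Reagent: FP-Rh probe, 375 nM dispensing solution | Timing: Enzyme-compound preincubation 30 min, then probe labeling 45 min, 25 °C | Measured by: Fluorescence polarization | Read-out: % inhibition | Replication: One well per compound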
# BaF3 tox: parental Ba/F3 cell viability inhibition, counter-screen for JAK2V617F inhibitor project, murine pro-B, CellTiter-Glo luminescence | inhibition, % at 5.6 µM | CellTiter-Glo ATP luminescence | 220,000 compounds, 1.1% hits;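 active = inhibition above a per-campaign cutoff, the mean inhibition of all tested compounds plus 3 SD, cut at about 27% in these data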;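 note: 0% = DMSO wells and 100% = JAK Inhibitor I control wells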
# TNF necrop inh: inhibitors of TNF-alpha triggered necroptosis, primary screen, cell-based, Jurkat FADD-/-, single concentration; 220,000 compounds, 0.068% hits; Jurkat FADD-/- TNF necroptosis rescue, ATP luminescence, 24 h; 0 = TNF only, 100 = no-TNF cells; AID 463075, 2010; activation (protection from cell death), % at 10 µM;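 active = activation, meaning protection from cell death, of at least 50% relative to plate controls; inactive = activation below 50%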;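 note: necroptosis triggered by 40 ng/mL TNF-alpha added together with compound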
# PPC-1+TRAIL kill: compounds killing PPC-1 cancer cells with TRAIL present, primary screen, TRAIL potentiator project, ATPLite luminescence, uHTS; 220,000 compounds, 0.41% hits; cell killing (% activity), % at 4 µM; PPC-1 cells + TRAIL, ATPLite viability luminescence; AID 1443, 2008;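 active = cell killing above 50% in the first pass at 4 µM, then a duplicate retest at 5 µM averaging 50% or more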;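 note: plate controls were cells with TRAIL plus DMSO for no effect and medium-only wells lacking cells for full effect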
# TRPML3 agonist: human TRPML3 channel agonists, primary screen, cell-based, HEK293 TRPML3-YFP, Fluo-8 calcium fluorescence, 3 µM. 100% = the carbachol control signal. Mucolipin-3 (Homo sapiens), Q8TDD5. 220,000 compounds, 0.29% hits. AID 1448, 2008. activation, % at 3 µM;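 active = activation above its plate's cutoff, the mean activation of the plate's test wells plus 3 SD, cut at about 12% in these data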;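 note: 0% = DMSO only wells and 100% = carbachol wells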
# Target sequence (Q8TDD5 whole entry, looked up): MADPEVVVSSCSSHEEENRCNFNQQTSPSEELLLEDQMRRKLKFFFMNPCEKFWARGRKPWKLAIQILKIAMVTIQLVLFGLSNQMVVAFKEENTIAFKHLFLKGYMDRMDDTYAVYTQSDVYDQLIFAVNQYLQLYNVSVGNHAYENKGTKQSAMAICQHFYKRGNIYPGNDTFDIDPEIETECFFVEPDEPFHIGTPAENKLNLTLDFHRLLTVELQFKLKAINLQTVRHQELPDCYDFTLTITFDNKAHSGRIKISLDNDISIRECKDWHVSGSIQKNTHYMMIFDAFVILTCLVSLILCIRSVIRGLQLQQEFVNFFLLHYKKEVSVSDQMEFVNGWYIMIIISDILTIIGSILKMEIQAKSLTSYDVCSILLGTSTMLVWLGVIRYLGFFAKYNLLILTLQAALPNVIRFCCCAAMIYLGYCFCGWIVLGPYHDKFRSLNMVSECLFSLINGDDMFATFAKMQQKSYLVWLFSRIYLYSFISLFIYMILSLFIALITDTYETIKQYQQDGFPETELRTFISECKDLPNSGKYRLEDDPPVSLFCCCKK
#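 Material: TRPML3-YFP stable HEK293 cells | Dosing: One concentration, 3 µM nominal, 0.3% DMSO | Timing: 125 s total fluorescence read per well | Technique: Fluo-8 calcium dye fluorescence, ex 470-495, em 515-575 nm | Measure: Percent activation from peak-to-basal fluorescence ratio, scaled between DMSO and carbachol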
# Wee1 stabilizer: Wee1 degradation inhibitors, primary screen, cell-based, HeLa, Wee1K328M-luciferase, luminescence | Wee1-like protein kinase (Homo sapiens), P30291 | HeLa Luc-Wee1K328M stability; 100% = proteasome inhibitor MG132 effect | reporter increase, % at 5 µM | 220,000 compounds, 1.2% hits;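 active = activation above the mean of all tested compounds plus 3 SD, set per screening run, cut at about 8.8% in these data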;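 note: cells exposed to compound for 20 h before luminescence read; 0% = DMSO alone and 100% = MG132 at 30 µM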
# Ba/F3 V617F tox: reduced viability of JAK2V617F-dependent Ba/F3 cells, primary screen, JAK2V617F inhibitor project, cell-based, Ba/F3 EpoR-JAK2V617F, luminescence. AID 1446, 2008. ATP luminescence. 220,000 compounds, 1.1% hits. inhibition, % at 5.6 µM;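 active = inhibition above the campaign mean plus 3 SD over all tested compounds, cut at about 24% in these data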;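 note: cytokine-independent growth of Ba/F3 cells driven by EpoR plus mutant JAK2; 0% = DMSO-treated cells and 100% = JAK inhibitor I control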
# CHOP inhibitor: inhibitors of CHOP promoter induction, primary screen, cell-based, unfolded protein response, luciferase reporter; CHO-K1 CHOP-promoter luciferase, tunicamycin-induced, 15-18 h; inhibition, % at 10 µM; 220,000 compounds, 3.8% hits; AID 2732, 2010;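 active = compounds that reduced the stress-induced luciferase reporter signal by more than about 70% of percent inhibition, limit read from the data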;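 note: 0% = tunicamycin plus vehicle and 100% = wells without tunicamycin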
# TRPN1 ag: zebrafish TRPN1 channel agonists, primary screen, cell-based, HEK293, calcium fluorescence; HEK293 zebrafish TRPN1-YFP, Fluo-8 calcium fluorescence; 100% = response to 87 µM carbachol; 220,000 compounds, 0.18% hits; transient receptor potential cation channel N1 (TRPN1/NompC), Danio rerio; activation, % at 3 µM;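 active = activation above its plate's cutoff, the mean activation of test wells on that plate plus 3 SD, cut at about 19% in these data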;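 note: 0% = DMSO alone and 100% = 87 µM carbachol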
#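 Control set: carbachol 87 µM as high control, DMSO as low control; system: HEK293 stable line with zebrafish TRPN1-YFP; read-out: % activation versus carbachol response; detection: intracellular calcium fluorescence with Fluo-8; doses: single test compound dose, 3 µM nominal, 0.3% DMSO; schedule: dye 1 h 37 °C plus 30 min RT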
# * marks the source's active call; other numbers are inactive results; · = no result given; [ ] = another dose, or the depositor's remark.
SMILES,RBBP9 inh,BaF3 tox,TNF necrop inh,PPC-1+TRAIL kill,TRPML3 agonist,Wee1 stabilizer,Ba/F3 V617F tox,CHOP inhibitor,TRPN1 ag
COc1ccc(NC(=O)Nc2nnc(-c3ccncc3)s2)cc1,-9,7,-2.3,-3,1.4,-4,2,25,4.5
Fc1ccc(OCc2nc(-c3ccc(Br)o3)no2)c(F)c1,-4,6,5.6,11,-0.6,1,-2,48,-1.8
CCSc1nc2ccccc2n1Cc1nc(N)nc(N(C)C)n1,-1,9,0.4,16,-0.5,0,4,12,-0.1
O=C(COC(=O)Cc1cn2ccsc2n1)NC12CC3CC(CC(C3)C1)C2,-5,4,-0.1,-4,0.1,2,2,22,0.3
Cc1nc2ccc(Nc3ccncc3)cc2s1,-10,12,0.8,7,0.3,-1,3,10,0.7
CSc1ccc(CN2CCN(C(=O)c3ccncc3)CC2)cc1,-6,8,0.2,1,2.1,-2,1,25,3.9
Cc1cnc(NC(=O)CN2CCN(c3ccccc3F)CC2)s1,-7,5,-0.6,-7,-0.2,5,-2,2,0.2
CCCC(=O)N1CCN(c2ccc(NC(=O)c3cccs3)cc2Cl)CC1,-6,5,5.9,·,0.7,16*,-1,10,4.8
Cc1ccc(-c2nnn(CC(=O)N(c3ccc(F)cc3)C(C(=O)NC(C)(C)C)c3ccco3)n2)o1 (stereo not given),3,2,-1.9,26,0.5,1,0,57,-0.1
O=C1[C@H]2[C@H](ON3CCCC[C@H]23)C(=O)N1c1ccc(Cl)cc1,-2,5,0.0,-12,0.7,-3,-1,8,0.3
CC(=O)/C(N=Nc1ccc(-n2ccc(C(F)(F)F)n2)cc1)=C(\C)O,-5,0,-1.2,-3,-1.2,3,1,-18,-2.2
COc1ccc(NC(=O)N(C2CCCCC2)C(C)c2ccco2)c(OC)c1 (stereo not given),1,-1,-0.2,-5,0.1,-1,-4,58,-0.1
CC(=O)c1cc2c(cc1NC(=O)CN1CCN(c3ccc(F)cc3)CC1)OCO2,-1,1,-1.1,4,-0.1,5,-3,97*,-0.1
COc1ccc(NC(=O)Cc2ccc(Cl)cc2)cc1NC(=O)c1ccco1,5,5,-0.9,16,-0.8,2,-4,53,-2.8
O=C(OCc1c(Cl)cccc1Cl)c1cccnc1Cl,1,27,-0.8,-16,-0.6,-2,-4,48,-1.4
COc1cccc(/C=N/NC(=O)CSc2cccc3cccnc23)c1,-7,-3,-7.7,-12,0.2,-1,1,4,-0.2
O=C(NC1CCCCCC1)c1c(F)c(F)c(F)c(F)c1F,-3,6,1.2,1,0.4,2,-1,-26,-0.8
CCn1cc(C(=O)Nc2cccc(C)c2)c(=O)c2ccc(C)nc21,-2,5,-1.1,8,0.6,4,-1,-22,0.8
COc1ccc(NC(=O)CC2C(=O)N(c3ccccc3)C(=O)N2Cc2ccco2)cc1 (stereo not given),-8,-2,1.2,6,-0.2,4,-3,-28,-0.2
COc1cc(/C=C/C(=O)O)cc(S(=O)(=O)NC2CCCC2)c1OC,1,-2,1.1,20,1.1,4,-3,-15,2.0

# Ordered by molecular weight (low to high): some entries from above.
SMILES,RBBP9 inh,BaF3 tox,TNF necrop inh,PPC-1+TRAIL kill,TRPML3 agonist,Wee1 stabilizer,Ba/F3 V617F tox,CHOP inhibitor,TRPN1 ag
Cc1nc2ccc(Nc3ccncc3)cc2s1,-10,12,0.8,7,0.3,-1,3,10,0.7
O=C(NC1CCCCCC1)c1c(F)c(F)c(F)c(F)c1F,-3,6,1.2,1,0.4,2,-1,-26,-0.8
O=C(OCc1c(Cl)cccc1Cl)c1cccnc1Cl,1,27,-0.8,-16,-0.6,-2,-4,48,-1.4
COc1ccc(NC(=O)Nc2nnc(-c3ccncc3)s2)cc1,-9,7,-2.3,-3,1.4,-4,2,25,4.5
Cc1cnc(NC(=O)CN2CCN(c3ccccc3F)CC2)s1,-7,5,-0.6,-7,-0.2,5,-2,2,0.2
COc1ccc(NC(=O)N(C2CCCCC2)C(C)c2ccco2)c(OC)c1 (stereo not given),1,-1,-0.2,-5,0.1,-1,-4,58,-0.1
O=C(COC(=O)Cc1cn2ccsc2n1)NC12CC3CC(CC(C3)C1)C2,-5,4,-0.1,-4,0.1,2,2,22,0.3
COc1ccc(NC(=O)Cc2ccc(Cl)cc2)cc1NC(=O)c1ccco1,5,5,-0.9,16,-0.8,2,-4,53,-2.8
COc1ccc(NC(=O)CC2C(=O)N(c3ccccc3)C(=O)N2Cc2ccco2)cc1 (stereo not given),-8,-2,1.2,6,-0.2,4,-3,-28,-0.2
Cc1ccc(-c2nnn(CC(=O)N(c3ccc(F)cc3)C(C(=O)NC(C)(C)C)c3ccco3)n2)o1 (stereo not given),3,2,-1.9,26,0.5,1,0,57,-0.1

# The list continues:
SMILES,RBBP9 inh,BaF3 tox,TNF necrop inh,PPC-1+TRAIL kill,TRPML3 agonist,Wee1 stabilizer,Ba/F3 V617F tox,CHOP inhibitor,TRPN1 ag
COCCN(C(=O)CSc1nnc2cc(C)c3ccccc3n12)c1c(N)n(Cc2ccccc2)c(=O)[nH]c1=O,-4,9,-3.9,11,1.4,-2,0,-2,1.1
CN(C)C(=O)C(=O)c1c(-c2ccccc2)cc2ccccn12,3,-2,-5.2,14,0.7,-3,-1,20,0.9
Cc1ccc(SCCC(=O)Nc2ccccc2C(=O)NC2CCCCC2)cc1,-4,8,2.5,4,-0.1,6,7,60,0.0
NC(=O)Cc1ccc(C(=O)c2ccc(Cl)cc2)s1,-3,-2,0.3,13,0.4,-1,-5,-12,-0.5
CCN(Cc1cc(=O)[nH]c2ccccc12)C(=O)c1ccc(C)cc1,-8,-4,-1.2,-18,0.5,2,3,6,2.3
O=c1[nH]c2ccccc2nc1C(Cl)c1ccccc1 (stereo not given),-3,6,-2.6,1[5 µM],0.2,2,6,3,0.2
Cc1ccc(-n2c(C3CC3c3ccc(Cl)cc3)n[nH]c2=S)cc1 (stereo not given),1,5,-1.1,-14,-0.2,-1,-1,40,-0.2
O=C(COC(=O)Cc1ccc(Cl)cc1)Nc1c(F)cccc1F,0,5,2.1,12,-0.3,6,0,2,-1.0
O=C(Cc1cccs1)Nc1ccc2c(c1)C(=O)OC2,3,2,1.0,11,0.5,-2,-2,9,1.2
Cc1ccnc(NC(=O)c2ccccc2[N+](=O)[O-])c1,-4,2,-2.8,7,-0.8,0,2,-17,0.5
COCC(C)n1c(C)cc(C(=O)COC(=O)c2n[nH]c3ccccc23)c1C (stereo not given),-4,2,-5.2,8,0.6,-1,-4,27,0.3
CC(=O)Nc1ccc(Nc2ncnc3c2cnn3-c2ccc(C)cc2C)cc1,-4,2,1.7,-4,1.6,1,-2,65,2.9
CCOc1ccc(-n2c(N)c(C(=O)N3CCN(C)CC3)sc2=S)cc1,-2,8,2.6,5,0.9,0,2,-16,0.8
COC(=O)c1cn(NC(=O)c2cc([N+](=O)[O-])ccc2F)c(=O)c2ccccc12,6,24,-8.0,-10,-0.3,0,36*,57,-0.6
CC1CCCCN1S(=O)(=O)c1ccc(C(=O)Nc2nnc(-c3ccncc3)o2)cc1 (stereo not given),-14,7,-0.6,11,0.3,0,0,1,0.4
COC(=O)c1ccc(C)c(NC(=S)NCc2ccc(Cl)cc2)c1,2,7,-1.2,10,3.1,3,-1,20,2.7
Cc1cc(C)c(-n2c(C)cc(/C=C3/NC(=O)NC3=O)c2C)c(C)c1,-2,-1,-2.8,12,-1.3,0,-3,44,-3.6
COc1ccc(N2CCC(CNC(=S)Nc3cccc(OC)c3)C2)cc1 (stereo not given),-4,8,-4.7,14,0.6,-4,1,-2,0.2
Cn1c(=O)[nH]c(=O)c2c1nc(N1CCc3ccccc3C1)n2CCSc1nc2ccccc2s1,1,5,-0.4,7,-0.1,0,-2,-31,1.1
Cc1ccc(C2=CSC3=NNC4(CCCCC4)NN23)cc1,-8,0,0.9,-5,0.5,0,-5,-30,-1.1
OCc1ncc(-c2ccccc2)s1,-1,5,4.7,-3,-0.4,0,-5,-14,-0.2
C=CCn1c(C)cc(-c2csc(NCC)n2)c1C,-4,6,-0.6,1,0.2,-1,2,17,1.5
CC(C)OCCCNC(=O)c1cccs1,-2,2,-0.9,-5,0.7,-1,1,-12,0.3
O=C(Nc1ccc(N2CCN(C(=O)C3CC3)CC2)cc1)c1cccs1,-8,3,2.8,7,0.7,1,-1,-14,1.1
CCOc1ccc(OCC)c(NC(=O)CN2CCN(c3cc(C)ccc3C)CC2)c1,3,3,1.2,5,0.2,-1,2,-1,0.8
COCCn1c(CCC(=O)O)nc2c1c(=O)[nH]c(=O)n2CC(C)C,-4,1,-1.2,8,0.0,-2,-3,0,1.2
CCn1c(SCc2cc(=O)n3ccsc3n2)nc2ccccc21,-1,2,-1.4,4,0.1,-1,0,3,1.7
N#C/C(=C\c1ccc(OCc2ccc(F)cc2)cc1)C(=O)Nc1cccc(C(=O)O)c1,4,-1,0.1,-8,0.0,5,-2,-3,1.2
Cc1ccc2c(c1)-c1nc3ccccc3cc1C2=NC1CCCCC1,-2,9,-1.7,25,-0.3,-3,1,52,0.9
Cc1ccc(C(=O)SC2=NCCS2)cc1,0,2,-2.4,9,0.1,0,-4,54,0.2
O=C(c1ccco1)N1CCN(CCOCCOc2cccc3ccccc23)CC1,-18,7,-0.7,-8,0.3,-3,-2,6,-0.1
